# IDE cell activ: human IDE activators in live cells, primary screen, fluorescence polarization, HEK cells, FAbeta-B substrate; FAbeta-B cleavage; 0% vehicle, 100% cell-free pure enzyme wells; activation, % at 5.96 µM; actives 0.073% (n = 340,000); AID 493087, 2011;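 active means activation above the mean of all tested compounds plus 3 SD, set per screening campaign, cut at about 17% in these data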
# Target sequence (P14735 whole entry, looked up): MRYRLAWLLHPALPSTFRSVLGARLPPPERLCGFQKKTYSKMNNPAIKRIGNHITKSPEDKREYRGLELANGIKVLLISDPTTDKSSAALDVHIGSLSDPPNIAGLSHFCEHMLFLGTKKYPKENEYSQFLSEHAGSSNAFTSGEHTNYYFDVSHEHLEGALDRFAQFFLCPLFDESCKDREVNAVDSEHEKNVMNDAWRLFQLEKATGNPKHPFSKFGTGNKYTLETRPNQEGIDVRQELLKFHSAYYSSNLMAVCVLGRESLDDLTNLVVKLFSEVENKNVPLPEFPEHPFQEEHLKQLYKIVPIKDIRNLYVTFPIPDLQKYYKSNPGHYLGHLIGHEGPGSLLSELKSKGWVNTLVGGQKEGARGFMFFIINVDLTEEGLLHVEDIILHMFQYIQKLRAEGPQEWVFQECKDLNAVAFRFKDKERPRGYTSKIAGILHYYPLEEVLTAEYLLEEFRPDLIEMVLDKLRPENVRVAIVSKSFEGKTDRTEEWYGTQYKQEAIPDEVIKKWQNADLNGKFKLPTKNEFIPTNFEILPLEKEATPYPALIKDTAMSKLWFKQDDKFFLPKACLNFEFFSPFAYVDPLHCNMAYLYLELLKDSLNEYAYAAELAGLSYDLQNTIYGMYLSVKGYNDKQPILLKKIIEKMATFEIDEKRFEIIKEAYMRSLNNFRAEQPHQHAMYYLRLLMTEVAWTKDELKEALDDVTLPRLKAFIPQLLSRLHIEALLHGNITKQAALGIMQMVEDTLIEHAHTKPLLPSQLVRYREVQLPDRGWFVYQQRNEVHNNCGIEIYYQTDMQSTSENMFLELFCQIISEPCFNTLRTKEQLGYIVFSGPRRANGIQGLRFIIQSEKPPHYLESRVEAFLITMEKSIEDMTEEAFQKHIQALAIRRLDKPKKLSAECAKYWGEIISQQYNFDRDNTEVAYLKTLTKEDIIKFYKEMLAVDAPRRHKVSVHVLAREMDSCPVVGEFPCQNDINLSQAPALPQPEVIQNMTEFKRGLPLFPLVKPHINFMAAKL
# * = called active by the depositor. An excerpt; count on the stated rates, not on these rows.
SMILES,IDE cell activ
CCN(CC)S(=O)(=O)c1ccc(N2CC(C(=O)N3CCOCC3)CC2=O)cc1 (configuration not stated),1
NC(N)=S,5
Nn1c(-c2cccc(O)c2)nnc1-c1cccc(O)c1,1
CCCCCCSc1cc(-c2nc3ccc(C)cn3c2NCc2ccccc2)ccc1OC,5
Cc1ccc(C(=O)CCC(=O)OC(C)C(=O)NC2CCCCC2C)cc1 (configuration not stated),8
NS(=O)(=O)c1cc(Cl)c(Cl)c(S(N)(=O)=O)c1,-1
COCc1ccc(-c2c(-c3ccc(OC)cc3)oc(=O)c3cc(OC)c(OC)cc23)cc1,4
Cc1ccc(C)c(NC(=O)COC(=O)c2ccc(S(=O)(=O)N3CCCCC3)cc2)c1,1
Cc1cccc(NC(=O)COC(=O)CN2CCCCCC2=O)c1C,4
COc1ccc(C(=O)N2CCN(c3cccc(Cl)c3)CC2)cc1S(=O)(=O)NC1CC1,4
COc1cc(NC(=O)c2ccc3c(c2)S(=O)(=O)N=C2CCCCCN23)cc(OC)c1,0
COc1cc(NC(=O)C2CC(=O)N(Cc3ccco3)C2)cc(OC)c1 (configuration not stated),4
COc1cccc(-c2sc3ccc(OC)cc3c2C#CC2(O)CCCCC2)c1,4
C[C@@H]1CN([C@H](C)CO)C(=O)Cc2cc(NC(=O)Nc3ccccc3)ccc2O[C@@H]1CN(C)Cc1ccc2c(c1)OCO2,8
Cc1cccc(C(=O)NCc2nnc(SC(C)C(=O)Nc3nnc(C)s3)n2C)c1 (configuration not stated),-3
O=C(Nc1ccc(Cl)c(S(=O)(=O)N2CCOCC2)c1)[C@@H]1CCCN1C(=O)c1cccs1,-1
O=C(C[C@H]1C/C=C/CC[C@@H](Cc2ccc(F)cc2)C(=O)OC[C@H](c2ccccc2)NC1=O)NCCO,1
COc1cc2cc(CCOC(=O)c3ccc(C(F)(F)F)cc3)oc(=O)c2cc1OC,-3
COc1ccc(C(CNC(=O)c2cc3c(s2)CCC(C)C3)N2CCCC2)cc1 (configuration not stated),-3
COC(=O)[C@H](C(C)C)N(Cc1ccccc1)S(=O)(=O)CCN1CCCC1,7
Cc1ccccc1S(=O)(=O)N1[C@@H](c2ccc(Cl)cc2)C(C(=O)O)=CC[C@H]1c1ccc(Cl)cc1,3
C=CCn1c(C)nnc1SCC(=O)c1c(N)n(C2CC2)c(=O)[nH]c1=O,5
CCc1ccccc1NC(=O)CNC(=O)c1n[nH]c(=O)c2ccccc12,3
O=C(CSc1ccc(Br)cc1)NC1CCCCCC1,-5
CCNc1nc(NCC)n2c(SCC(=O)Nc3ccc(F)cc3)nnc2n1,-2
Cc1cccnc1NC(=O)c1ccc(NS(=O)(=O)/C=C/c2ccccc2)cc1,1
COc1ccccc1CCC(=O)Nc1ccc(S(=O)(=O)Nc2nccs2)cc1,1
O=C1C=C(c2ccc(C(=O)O)cc2)C[C@@H](c2ccc(F)cc2)C1,-1
O=C1CCCN1C(=O)COc1cc(F)ccc1[N+](=O)[O-],0
COc1cc(OC)cc(C(=O)N[C@H](C(=O)NC2CCCc3ccccc32)C(C)C)c1 (some centres not stated),5
Cc1cccc(C)c1NC(=O)CNC(=O)c1ccc(N2CCCC2=O)cc1,3
O=C(CN1CCN(C(=O)c2ccco2)CC1)Nc1cccc(S(=O)(=O)N2CCCC2)c1,2
CC(=O)Nc1ccc2c(c1)C(=Nc1ccc(C)cc1)c1ccccc1-2,-4
CC1CCN(S(=O)(=O)c2ccc(C(=O)N3CCCC(C(F)(F)F)C3)cc2)CC1 (configuration not stated),-4
CCCNC(=O)C(Cc1ccccc1C)NC(=O)c1ccc(C#N)cc1 (configuration not stated),0
CCOc1ccc(CCNC(=O)c2cc(-c3ccccc3)c(N3CCOCC3)s2)cc1,-2
CSCCC(NC(=O)COc1ccccc1)C(=O)N1CC(C)CC(C)C1 (configuration not stated),4
COC(=O)c1ccc(NC(=O)CCCN2C(=O)NC(C)(C)C2=O)cc1,5
CCN(C(=O)COC(=O)CNS(=O)(=O)c1ccc(SC)c([N+](=O)[O-])c1)C1CCCCC1,11
CC(=O)Oc1c(C(C)C)cc(N(C(C)=O)c2ccccc2)cc1C(C)C,2
Cc1cccc(C(=O)NCC(=O)OCC(=O)N(C)CC(=O)Nc2ccc(F)cc2)c1,-1
CCC1(CC)SCCNC1=O,-3
Cc1ccc(C(=O)C(C)OC(=O)CN2C(=O)NC3(CCCC3)C2=O)cc1C (configuration not stated),-2
COc1ccc([C@@H]2[C@@H]3C(=O)N(C(C)(C)C)C(=O)[C@@H]3[C@]3(Cc4ccccc4)C(=O)N(c4cccc(Br)c4)C(=O)N23)cc1,2
CCN1CCN(S(=O)(=O)c2ccc(Cl)c(C(=O)Nc3nnc(C)s3)c2)CC1,5
O=C(NOCc1ccccc1)OCc1ccccc1,6
CCCC[C@@H]1C=C(C(=O)O)[C@H](c2ccc(Br)cc2)N1S(=O)(=O)c1ccc(C)cc1,2
Cc1cccc(-c2nn(-c3ccccc3)cc2C(=O)Nc2cccc(S(=O)(=O)NC3=NCCC3)c2)c1,3
C=CCOc1ccc(/C=C/C(=O)OCC(=O)NNC(=O)c2ccccc2F)cc1,-2
Cn1c(N)c(C(=O)COC(=O)COc2ccc(Cl)cc2)c(=O)n(C)c1=O,1
CN1CCC(N(C)S(=O)(=O)c2ccc(NC(=O)c3ccc(S(=O)(=O)N(C)C)cc3)cc2)CC1,3
CC(=O)Nc1ccc(S(=O)(=O)NCCC(=O)N2CCN(c3ccccc3Cl)CC2)cc1,2
O=C(CN1C(=O)NC2(CCc3ccccc32)C1=O)Nc1cccc(Cl)c1 (configuration not stated),-3
CC(C)Cn1c(N)c(C(=O)COC(=O)c2cnccn2)c(=O)n(C)c1=O,1
CC12C=CC(=O)C=C1CCC1C3CCC(O)(C(=O)CO)C3(C)CC(O)C12F (configuration not stated),4
Cc1ccc(C)c(NC(=O)CN(C)C(=O)c2cc([N+](=O)[O-])ccc2N2CCOCC2)c1,2
CCn1c(C)cc(C(=O)CN2C(=O)c3ccccc3S2(=O)=O)c1C,-2
Fc1cccc(-c2c(-c3ccccc3)ncc3cc(F)ccc23)c1,1
O=C(COc1cccc2cccnc12)Nc1cccc(S(=O)(=O)N2CCCC2)c1,30*
CC=Cc1cc(OC)c2c(c1)C(C)C(c1ccc(O)c(OC)c1)O2 (configuration not stated),6
# More records.
SMILES,IDE cell activ
COc1cccc(NC(=O)COc2cccc3c2CCNC3=O)c1,0
C#CCOCCOCCOCCNc1nc(N2CCN(C(=O)[C@H](CCCCN)n3cc(CC(C)O)nn3)CC2)nc(N2CCN(C(=O)[C@H](CCCCN)n3cc(CC(C)O)nn3)CC2)n1 (some centres not stated),1
O=C(CC1(O)CCCCC1)OC1CCCC1,4
CCOC(=O)c1c(C)[nH]c(C(=O)OCC(=O)N(CC(C)C)c2c(N)n(Cc3ccccc3)c(=O)[nH]c2=O)c1C,-2
CC(C)(C)OC(=O)C[C@H]1C/C=C\C[C@@H](CC(=O)NCCO)C(=O)NC[C@@H](c2ccccc2)OC1=O,-1
CC1CCCC(C)N1C(=O)COC(=O)c1ccc2ccccc2n1 (configuration not stated),1
CC(C)(C)OC(=O)C[C@H]1C/C=C\C[C@@H](CC(=O)NCCO)C(=O)NCCOC1=O,5
COc1ccc(C(=O)NCCS(=O)(=O)NCc2ccc(F)cc2)cc1,2
Cc1ccc(-c2cnc(SCCNC(=O)c3ccco3)[nH]2)cc1,7
Cc1ccc(C)c(NC(=O)C(=O)NCC2CCCN2S(=O)(=O)c2cccs2)c1 (configuration not stated),0
C=C[C@@H]1c2cc(C)ccc2N(S(=O)(=O)c2ccc(C)cc2)[C@H](c2ccccc2)C1(C#N)C#N,3
CCOc1ccc(S(=O)(=O)NCCC(=O)NCC(c2ccc(OC)cc2)N2CCCC2)cc1 (configuration not stated),5

# Given with the structure last: part of the list above
IDE cell activ | Molecule
3 | Cc1cccc(-c2nn(-c3ccccc3)cc2C(=O)Nc2cccc(S(=O)(=O)NC3=NCCC3)c2)c1
-1 | Cc1cccc(C(=O)NCC(=O)OCC(=O)N(C)CC(=O)Nc2ccc(F)cc2)c1

# (listing goes on)
SMILES,IDE cell activ
O=C1Nc2c(Cl)cc(Cl)cc2C1=O,-4
C[C@@]12C(=O)N(c3ccccc3)C(=O)N1[C@@H]1c3ccccc3OC[C@@H]1[C@H]2c1ccccc1,4
O=C(COC(=O)c1ccc(F)cc1)NCc1ccc(F)cc1,3
Cc1cc(C(=O)OCC(=O)N(CC(C)C)c2c(N)n(Cc3ccccc3)c(=O)[nH]c2=O)c(C)o1,0
CC(=O)C1CCC2C3CC(C)C4(O)CC(=O)CCC4(C)C3C(O)CC12C (configuration not stated),4
CCOc1ccc(S(=O)(=O)Nc2ccn(C)n2)cc1,3
CC(Sc1nc(N)cc(N)n1)C(=O)NCC1CCCO1 (configuration not stated),-1
O=C(NNC(=O)C1CCC1)c1cccc(Cl)c1,0
COc1ccc2oc(C(=O)NC3(C)CCS(=O)(=O)C3)c(C)c2c1 (configuration not stated),1
CC(C)CN(C(=O)CSc1nc2ccccc2o1)c1c(N)n(Cc2ccccc2)c(=O)[nH]c1=O,0
C=C1CC[C@@]23CC[C@]4(C)[C@@](OC2=O)([C@@H]3C1)[C@H]1O[C@H]1C1[C@@]2(C)CC[C@H](O)C(C)(C)C2CC[C@]14C (some centres not stated),6
O=C(NOCc1ccccc1)c1cccc([N+](=O)[O-])c1,6
CCC(CO)Oc1cc(NCc2cc(C)cc(C)c2)c2ncn(C(C)C)c2c1 (configuration not stated),-1
CCCn1nc(C(=O)NC2CCCC2)c2ccccc2c1=O,-1
CCc1cc(=O)[nH]c(SCC(=O)N2CCCC2)n1,0
Cc1ccnc(NC(=O)CCN2C(=O)c3ccccc3S2(=O)=O)n1,2
CCCCN(C(=O)c1c(C)noc1C)c1c(N)n(CCC)c(=O)[nH]c1=O,3
COc1ccccc1C(=O)NC(=O)COC(=O)CCOc1ccccc1C,-1
CC(=O)N/C(=C\c1ccccc1)C(=O)OC(C)C(=O)N(C)c1ccccc1 (configuration not stated),0
COc1ccc(C(=O)NCC(=O)OCC(=O)NCc2ccc3c(c2)OCO3)cc1,0
c1ccc(CCn2cccc2)nc1,1
CCCCn1c(N)c(N(CCC(C)C)C(=O)COC(=O)c2cccnc2OCC)c(=O)[nH]c1=O,3
CC1(C)CCC(=NNC(N)=S)CC1,7
CCOc1ccc(C=NNC(=O)c2ccc(-n3cnnn3)cc2)cc1,3
Cc1ccc(S(=O)(=O)N2CCN(c3ncnc4scc(-c5ccc(F)cc5)c34)CC2)cc1,0
O=C(COC(=O)c1c(F)cccc1Cl)NC1CCCCC1,2
COc1cc(C(=O)OCc2csc(CC(=O)Nc3cc(C)ccc3C)n2)ccc1OC(F)F,8
O=C(NCC(c1ccco1)N1CCc2ccccc2C1)c1cccc(Br)c1 (configuration not stated),2
CC1CCCC(NC(=O)COC(=O)Cc2ccc(Cl)cc2)C1C (configuration not stated),1
CCOc1ccc(OCCC(=O)N(CC)CC(=O)Nc2ccccc2OC)cc1,-2
COC(=O)/C=C1\SC(=NC(=O)c2ccc(-c3ccccc3)cc2)NC1=O,0
COc1cc(OC)c(C(=O)NNC(=O)c2ccc(NS(=O)(=O)c3cccs3)cc2)cc1OC,-3
CC(OC(=O)Cn1cc(C(F)(F)F)ccc1=O)C(=O)N(C)c1ccccc1 (configuration not stated),-6
CCOC(=O)N1CCN(S(=O)(=O)CCNC(=O)c2ccccc2)CC1,5
CC(CNC(=O)c1ccccc1[N+](=O)[O-])NC(=O)c1ccccc1[N+](=O)[O-] (configuration not stated),1
O=C(CN1CCCc2ccccc21)Nc1cc(S(=O)(=O)N2CCCC2)ccc1Cl,8
CC[C@]12c3[nH]c4ccccc4c3CCN1C(=O)C(CC(=O)NCC13CC4CC(CC(C4)C1)C3)C[C@@H]2C(=O)N1CCN(C(=O)C2CC2)CC1 (some centres not stated),0
CCN(C[C@H]1N[C@@](Cc2ccccc2)(C(=O)OC)[C@H]2C(=O)N(Cc3ccccc3)C(=O)[C@@H]12)C(=O)COC,1
COc1ccc(S(=O)(=O)N2CCCCCC2)cc1C(=O)N(C)Cc1ccc(C)cc1,-1
O=c1[nH]cnc2c1ncn2[C@@H]1O[C@H](COS(=O)(=O)O)[C@@H](O)[C@H]1O,1
COc1cc(C(=O)OCC(=O)NC(=O)NC2CCCCC2)cc(Cl)c1OC,-2
CCNc1cc2c(cc1O)CCC1C2CCC2(C)C(O)CCC12 (configuration not stated),-7
Cc1nc(COc2ccc(C(=O)NCc3ccccc3CN3CCCCC3)cc2)cs1,1
COc1cc(/C=C(\CC(=O)O)c2nc3ccccc3s2)ccc1OCC(=O)Nc1ccccc1F,5
CC1(c2ccc3c(c2)OCCO3)NC(=O)N(CC(=O)c2ccc[nH]2)C1=O (configuration not stated),3

# Of the compounds above, these have a Cl atom:
SMILES,IDE cell activ
NS(=O)(=O)c1cc(Cl)c(Cl)c(S(N)(=O)=O)c1,-1
COc1ccc(C(=O)N2CCN(c3cccc(Cl)c3)CC2)cc1S(=O)(=O)NC1CC1,4
O=C(Nc1ccc(Cl)c(S(=O)(=O)N2CCOCC2)c1)[C@@H]1CCCN1C(=O)c1cccs1,-1
Cc1ccccc1S(=O)(=O)N1[C@@H](c2ccc(Cl)cc2)C(C(=O)O)=CC[C@H]1c1ccc(Cl)cc1,3
CCN1CCN(S(=O)(=O)c2ccc(Cl)c(C(=O)Nc3nnc(C)s3)c2)CC1,5
Cn1c(N)c(C(=O)COC(=O)COc2ccc(Cl)cc2)c(=O)n(C)c1=O,1
CC(=O)Nc1ccc(S(=O)(=O)NCCC(=O)N2CCN(c3ccccc3Cl)CC2)cc1,2
O=C(CN1C(=O)NC2(CCc3ccccc32)C1=O)Nc1cccc(Cl)c1 (configuration not stated),-3
O=C1Nc2c(Cl)cc(Cl)cc2C1=O,-4
O=C(NNC(=O)C1CCC1)c1cccc(Cl)c1,0
O=C(COC(=O)c1c(F)cccc1Cl)NC1CCCCC1,2
CC1CCCC(NC(=O)COC(=O)Cc2ccc(Cl)cc2)C1C (configuration not stated),1
O=C(CN1CCCc2ccccc21)Nc1cc(S(=O)(=O)N2CCCC2)ccc1Cl,8
COc1cc(C(=O)OCC(=O)NC(=O)NC2CCCCC2)cc(Cl)c1OC,-2

# Source: PubChem BioAssay
